Screens from PubChem.
KinaseGlo FLuc – Kinase-Glo luciferase inhibition (counter-screen); Q27757; Kinase-Glo luciferase, ATP luminescence, 8 min; Potency, µM (doses to about 38.3 µM), inactives show at the highest dose activity change, negative = inhibition, actives largely listed as inhibitors; 200,000 compounds, 0.28% hits; AID 1379; further: on the % scale 0 is the no-effect control and ±100 the full control effect; nearly all actives have a fitted effect of over 60% in size
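Compound is pinned into ATP-containing buffer (10 uM ATP, imidazole pH 7.2, 7 mM MgCl2). Kinase-Glo luciferase reagent is then added. Light output is recorded following an 8-min room-temperature incubation.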
KDM4E inh – inhibitors of human JMJD2E histone demethylase. B2RXH2. 230,000 compounds, 1.6% hits. AID 2147. JMJD2E catalytic domain, FDH-coupled NADH fluorescence (FDH is formaldehyde dehydrogenase). Potency, µM (doses to about 57.1 µM), for the others: top-dose activity change, negative = inhibition, most hits filed as inhibitors; active means well fitted inhibition curve with a large enough effect, not every such curve was filed as active; inconclusive means small, poorly fitted or top-dose-only effect, or another doubt; inactive means no such curve, though single readings can be large or run the other way;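 further: 0% = wells with enzyme and -100% = buffer wells without enzyme; nearly all actives have a fitted effect of over 50% in size; many of its hits are not listed in these tables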
RECQ1 helicase – RECQ1 (human) helicase inhibition; P46063; RECQ1 DNA unwinding, red fluorescence kinetic read; Potency, µM (series often up to 57.3 µM), for inactives: at the highest dose activity, negative = inhibition, usual class: inhibitors; 240,000 compounds, 0.54% hits;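 further: plate controls were vehicle for no effect and no enzyme for full effect; nearly all actives have a fitted effect of over 30% in size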
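RECQ1T1 50 nM; forked duplex (20 bp + 30-nt ss tails) 200 nM, ATP 2 mM final; pH 8.0, 2 mM MgCl2, 2.5 ug/ml poly(dI-dC); 15 min compound preincubation; discontinuous kinetic read over 2 h at RT.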
ALDH1A1 inh – blocks purified human ALDH1A1 activity. AID 1030. Purified ALDH1A1, NADH fluorescence, propionaldehyde substrate. P00352. Potency, µM (top dose mostly 75.3 µM), without a hit: top-dose activity, negative = inhibition, hits mostly inhibitors. 220,000 compounds, 7.3% hits; active means well fitted inhibition curve with a large enough effect, not every such curve was filed as active; inconclusive means small, poorly fitted or top-dose-only effect, or another doubt; inactive means no such curve, though single readings can be large or run the other way;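 further: plate controls were no enzyme wells and a reference inhibitor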
Tau fibril ThT – blocks human tau fibril formation measured by thioflavin T; recombinant tau K18 P301L (four-repeat tau fragment), heparin-induced fibrillization, ThT fluorescence; 270,000 compounds, 2.1% hits; Potency, µM (top dose mostly 57.4 µM), without a hit: at the top dose activity, negative = inhibition, actives largely listed as inhibitors; AID 1460; further: on the % scale 0 is the no-effect control and ±100 the full control effect; nearly all actives have a fitted effect of over 55% in size
Target sequence (P10636 561-689 P618L limits assumed): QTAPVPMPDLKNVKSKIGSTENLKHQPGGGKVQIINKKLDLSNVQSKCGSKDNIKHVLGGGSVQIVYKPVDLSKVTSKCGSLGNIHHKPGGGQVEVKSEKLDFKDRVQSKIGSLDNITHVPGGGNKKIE
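Heparin-induced (20 uM) aggregation of recombinant human K18 P301L tau, 15 uM unlabeled with 0.24 uM labeled, pH 7 acetate buffer, 6 hr at 37 C with compound. Fibrils quantified by 30 uM ThT fluorescence after 1 hr ambient incubation.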
Lamin A splicing – modulators of lamin A splicing | HeLa LMNA splicing GFP/RFP minigene ratio, 48 h | Potency, µM (series often up to 46.1 µM), for the others: at the top dose ratio change, negative = inhibition, usual class: inhibitors | 200,000 compounds, 0.01% hits; active means well fitted inhibition curve with a large enough effect in the signal ratio, with a control signal flat, not every such curve was filed as active; inconclusive means small, poorly fitted or top-dose-only effect, or effect the other way, or a change in a side signal; the % refers to the signal ratio; further: on the % scale 0 is the no-effect control and ±100 the full control effect
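Read-out is the ratio of GFP to DsRed2 object intensity, acquired by 488 nm laser-scanning cytometry on HeLa lamin A-EGFP minigene reporter cells. Compound incubation 48 hrs at 37 °C in Opti-MEM with 2% FBS; DMSO 0.5% final.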
L3MBTL1 block – L3MBTL1 (human) inhibition | AlphaScreen L3MBTL1–H3K9me1 peptide binding | Potency, µM (highest dose often 57.1 µM), for the others: at the top dose activity, negative = inhibition, most hits filed as inhibitors | 230,000 compounds, 0.66% hits; further: on the % scale 0 is the no-effect control and ±100 the full control effect; nearly all actives have a fitted effect of over 60% in size
Target sequence (Q9Y468 whole entry, looked up): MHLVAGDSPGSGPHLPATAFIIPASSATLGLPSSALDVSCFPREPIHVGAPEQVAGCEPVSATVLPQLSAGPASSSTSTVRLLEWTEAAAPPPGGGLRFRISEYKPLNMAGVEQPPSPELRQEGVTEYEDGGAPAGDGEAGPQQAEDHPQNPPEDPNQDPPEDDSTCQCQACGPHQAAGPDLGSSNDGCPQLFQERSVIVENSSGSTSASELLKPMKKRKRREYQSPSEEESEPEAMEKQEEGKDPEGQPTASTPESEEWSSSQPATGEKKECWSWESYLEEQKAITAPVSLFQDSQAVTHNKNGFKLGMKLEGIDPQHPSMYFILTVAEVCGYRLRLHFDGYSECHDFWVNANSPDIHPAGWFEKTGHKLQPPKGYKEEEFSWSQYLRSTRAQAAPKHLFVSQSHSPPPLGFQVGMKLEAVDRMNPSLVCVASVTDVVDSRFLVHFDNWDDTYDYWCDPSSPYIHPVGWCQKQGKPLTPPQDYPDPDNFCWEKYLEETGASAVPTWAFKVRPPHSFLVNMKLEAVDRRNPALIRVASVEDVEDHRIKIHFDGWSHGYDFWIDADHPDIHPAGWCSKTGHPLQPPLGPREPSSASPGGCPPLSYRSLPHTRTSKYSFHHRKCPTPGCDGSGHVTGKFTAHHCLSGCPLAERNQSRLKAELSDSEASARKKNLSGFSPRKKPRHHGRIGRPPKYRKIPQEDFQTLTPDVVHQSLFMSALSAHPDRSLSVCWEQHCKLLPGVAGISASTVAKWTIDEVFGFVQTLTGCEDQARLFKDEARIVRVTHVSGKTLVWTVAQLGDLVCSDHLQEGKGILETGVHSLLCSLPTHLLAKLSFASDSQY
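AlphaScreen assay: L3MBTL1 (50 nM final) was preincubated 30 min at room temperature with biotinylated H3(1-15)K9me1 peptide (75 nM final), then 30 min with library compounds; streptavidin donor and nickel chelate acceptor beads (10 ug/mL final) added, 30 min dark.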
SMN2 splice enh – SMN2 splice variant enhancement; 210,000 compounds, 2.8% hits; Potency, µM (doses to about 46.1 µM), without a hit: top-dose activity change, positive = activation, most hits filed as activators; HEK293 SMN2-luciferase splicing reporter, luminescence, 30-36 h; further: % of control where 0% means no effect; nearly all actives have a fitted effect of over 55% in size
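HEK293 cells carry an SMN2 minigene-luciferase reporter in which exon 7 inclusion puts luciferase in frame. Cells were seeded at 2000 cells/well, attached for 10-12 hours, then exposed to compounds for 30-36 hours at 37C before ONE-Glo luminescence.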
An asterisk follows results filed as active; i = inactive; ? = inconclusive; nt = no result given; & = joins results of further samples; [ ] = remark or other dose. Unless noted, the call rests on the fitted dose curve; in most records, active means well fitted curve in the direction sought with a large enough effect; inconclusive means small, poorly fitted or top-dose-only effect, or another doubt; inactive means no such curve, though single readings can be large; an effect the other way counts as inactive or inconclusive. Potency means the concentration at half of the fitted maximal effect. These rows are one share of the data; count on the stated rates, not on these rows.

SMILES	KinaseGlo FLuc	KDM4E inh	RECQ1 helicase	ALDH1A1 inh	Tau fibril ThT	Lamin A splicing	L3MBTL1 block	SMN2 splice enh
Cc1cc(C)c2nc(-c3ccccn3)cc(C(=O)Nc3ccc(S(=O)(=O)Nc4cc(C)on4)cc3)c2c1	-6%	?	25µM*	?	-16%	6%	-16%	7%
O=C(Nc1c(Cl)cc(Cl)cc1-c1nc2ccccc2s1)c1ccc(Br)o1	-5%	?	8%	?	?	8%	nt	?
O=C(NCCSc1c(-c2ccccc2)[nH]c2ccccc12)c1cc2ccccc2oc1=O	-2%	-16%	17%	8%	?	-8%	0%	-9%
Cn1c(=O)[nH]c(=O)c2c1nc(Br)n2Cc1ccccc1Cl	-4%	-1%	-10%	-16%	4%	-7%	4%	-13%
Cc1[nH]c(=O)[nH]c(=O)c1S(=O)(=O)N1CCCC(C(=O)NCc2ccc3c(c2)OCO3)C1 (stereo not given)	5%	-3%	-6%	12%	-15%	20%[46 µM]	13%	-8%
C=CCN(C(=O)CCC(=O)O)C1CC(=O)N(c2ccc(OCCC)cc2)C1=O (stereo not given)	-1%	-5%	-5%	?	-6%	5%	-21%[11.4 µM]	1%
Cc1c(O)ccc2c3c(c(=O)oc12)CCC(C)C3 (stereo not given)	1%	?	14%	?	-4%	?	9%	-5%
C=CCn1c(SCc2nc3ccccc3[nH]2)nnc1-c1cccc(OC)c1	-2%	-2%	i	13%	-17%	-5%	-4%	-40%[inhibitor]
Cc1ccc(CNS(=O)(=O)c2ccc(C(C)(C)C)cc2)n1C	0%	-14%	-12%	8.9µM*	-17%	8%	nt	-12%
O=C(N/N=C/c1ccncc1)c1cccc([N+](=O)[O-])c1	-1%	0%	-5%	7%	6%	?	?	?
CC(=O)OC(C)(C)C1Cc2cc3ccc(=O)oc3cc2O1 (stereo not given)	-6%	?	-7%	?	-1%	-17%	nt	8%
CC(C)(C)OC(=O)NNC(=S)NCc1ccc(Cl)cc1	-5%	-1%	-5%	-15%	-14%	5%	-4%	-10%
COCCCn1cnc2c(c1=O)c1nc3ccccc3nc1n2-c1ccc(C)cc1	-2%	4%	-1%	5%	-1%	-10%	5%	-7%
COc1cc2c(cc1OC)C(COc1ccccc1OC)N(C(=O)c1ccco1)CC2 (stereo not given)	3%	2%	-5%	-10%	?	nt	nt	-19%
Cc1cc(C(=O)NCc2ccco2)cs1	0%	-1%	4%	?	0%	-2%	nt	?
CCN(CC)CCSc1nc(O)c(-c2ccccc2)c(=O)[nH]1	1%	-1%	-10%	-5%	-17%	21%	3%	0%
Cc1ccc2nc(SCC(=O)Nc3c(C)n(C)n(-c4ccccc4)c3=O)[nH]c2c1	1%	5%	i	-4%	-11%	-8%	nt	24%
O=C(/C=C/Nc1ccccc1Oc1ccccc1)c1ccco1	0%	-8%	i	?	?	nt	-15%[11.4 µM]	-1%
C/C(=N\OCC(=O)N/N=C/c1ccccc1)c1cccs1	-3%	1%	-5%	11%	-15%	3%	nt	6%
CCOC(=O)c1[nH]cnc1C(=O)Nc1cccc(Cl)c1	0%	3%	8%	?	3%	nt	-11%	-18%
COc1ccc(C(=O)NCC(=O)OCC(=O)c2ccc3c(c2)NC(=O)CO3)cc1	8%	-3%	-3%	-6%	-6%	-1%[46 µM]	nt	5%
COC(=O)Cc1cc(=O)n(-c2ccccc2)[nH]1	2%	4%	i	0%	3%	4%	nt	25%
COc1ccc(C(=O)Nc2ccnc(-c3cccnc3)n2)cc1	3%	-12%	i	-2%	-14%	nt	1%	8%
CSCC[C@H](NC(=O)OC(C)(C)C)C(=O)NCC1CCC(C(=O)O)CC1 (stereo not given in full)	nt	3%	-1%	nt	-6%	nt	6%	nt
Cc1cc(C)cc(OCC(=O)OCCN2C(=O)c3ccccc3C2=O)c1	16%	-1%	-5%	-25%	-20%	2%	nt	-10%

Next part; it opens with the 2 that closed the last part.
SMILES	KinaseGlo FLuc	KDM4E inh	RECQ1 helicase	ALDH1A1 inh	Tau fibril ThT	Lamin A splicing	L3MBTL1 block	SMN2 splice enh
CSCC[C@H](NC(=O)OC(C)(C)C)C(=O)NCC1CCC(C(=O)O)CC1 (stereo not given in full)	nt	3%	-1%	nt	-6%	nt	6%	nt
Cc1cc(C)cc(OCC(=O)OCCN2C(=O)c3ccccc3C2=O)c1	16%	-1%	-5%	-25%	-20%	2%	nt	-10%
COc1ccc(CCC(=O)NNC(=S)Nc2cccc(C(C)=O)c2)cc1	1%	17%	-7%	-89%	-6%	-17%[46 µM]	6%	10%
Cc1ccc(S(=O)(=O)N2CCOCC2)cc1NC(=O)COC(=O)c1cccnc1Cl	-1%	2%	-3%	5%	6%	6%[46 µM]	13%	-4%
Cc1cccc(C)c1NC1=NC2(CCCCC2)N=C(N)N1	1%	7%	-7%	2%	-1%	-13%	7%	-7%
COC(=O)CSc1nc(N)c(C#N)c(-c2ccc(O)cc2)c1C#N	nt	-4%	17%	?	-14%	nt	-7%	nt
CCN(CC)CCn1c2ccccc2c2cnc(N)c(C#N)c21	nt	-4%	i	15%	?	?	1%	nt
C=CCn1c(O)c(C2=c3ccccc3=NC2=O)s/c1=N/c1nccs1	-9%	-6%	-5%	-8%	?	-3%	nt	-20%
CCc1ccc(OCCNC(=O)c2ccccc2SCc2ccccc2)cc1	nt	?	-8%	5%	-18%	?	30%	nt
CCOC(=O)c1c(NC(=O)CSc2nnc(C)c(=O)[nH]2)sc2c1CCCC2	-2%	1%	-2%	-13%	?	?	nt	9%
O=C(NC1CCCCC1)N1CCSC1=Nc1ccccc1	-3%	9%	-9%	-1%	-17%	?	4%	-32%[inhibitor]
S=C(Nc1cccc(Cl)c1)NC1CC2CCCC(C1)N2C1CCCC1 (stereo not given)	-3%	18%	6%	5%	7%	?	0%	3%
Cc1cccc(-n2c(Cc3cc(=O)[nH]c(=O)[nH]3)nnc2SCC(=O)Nc2cccc(C(F)(F)F)c2)c1	1%	-2%	-3%	-2%	-9%	nt	nt	-3%
O=C(CSc1nncs1)Nc1ccc2c(c1)OCO2	10%	2%	-4%	2%	-8%	nt	nt	-2%
CN1CC[C@@]2(CCCN(C(=O)c3cccn3C)C2)C1	-1%	nt	i	7%	nt	nt	nt	-14%
O=C(CSc1nc2ccccc2s1)N1c2ccccc2Sc2ccc(C(F)(F)F)cc21	-7%	-4%	-5%	-8%	-3%	12%	1%	-27%
COc1ccc(CCNC(=O)Cc2c(Cl)cccc2Cl)cc1	-2%	7%	0%	-1%	-5%	-3%[46 µM]	8%	0%
COc1ccc(N2C(=O)CC(c3ccc(OC(C)C)cc3)C2=O)cc1 (stereo not given)	-2%	-14%	-9%	8%	-11%	-5%	nt	-10%
CCOC(=O)CSC1=C(C#N)C(c2ccccc2F)C(C(C)=O)=C(C)N1 (stereo not given)	0%	-8%	-1%	?	-14%	10%	-1%	3%
CC(c1ccc(Cl)cc1)n1c(-c2ccc3ccccc3n2)n[nH]c1=S (stereo not given)	0%	0%	i	-17%	?	31%	-8%	-10%
CC(CCc1ccco1)NC(=O)CSc1cc(=O)n(C)c2ccccc12 (stereo not given)	-4%	-4%	i	?	?	7%	0%	-24%
CC[N+]1(C)CCC(=C2c3ccccc3CC(=O)c3sccc32)CC1 (stereo not given)	-1%	-7%	-7%	2%	-5%	24%	8%	-4%
Cc1nnc(SCC(=O)Nc2nsc(-c3ccc(Cl)cc3)n2)s1	-5%	-6%	-13%	?	-17%	-3%	nt	-5%
O=C(c1cnn(-c2ccccc2)c1)c1ccccc1O	-14%	-4%	-12%	-2%	?	-6%	5%	?
COc1ccc(NC(=O)Cn2nnc(-c3ccccc3NC(=O)C3CC3)n2)cc1	nt	-1%	i	0%	-12%	-10%	-6%	nt
CCc1nc2oc3ccccc3c(=O)c2c(=O)n1-c1ccccc1	-2%	-7%	-9%	?	-8%	-24%	nt	11µM*
CCC/C(C)=N/NC(=O)c1ccccc1O	-2%	9%	-7%	-1%	-6%	6%	10%	0%

Next part:
SMILES	KinaseGlo FLuc	KDM4E inh	RECQ1 helicase	ALDH1A1 inh	Tau fibril ThT	Lamin A splicing	L3MBTL1 block	SMN2 splice enh
CN(c1ccc(OCC(=O)N2CCOCC2)cc1)S(=O)(=O)c1ccc(Cl)cc1	nt	-8%	11%	9%	-7%	nt	nt	nt
CCN1CCN(CCCNC(=O)c2cc3c(=O)[nH]c4ccccc4c3s2)CC1	-2%	?	2%	?	-9%	-2%	nt	4%
COc1cc(CCNc2ccc3nnc(-c4ccccc4)n3n2)cc(OC)c1OC	3%	-5%	0%	4%	-14%	-17%	-3%	21%
N#CCCN/N=C(/Cc1nc2ccccc2[nH]1)c1ccc(Cl)cc1	-2%	?	-3%	?	?	-16%	nt	14µM*
Cc1ccnc(N=Cc2c(O)ccc3oc4c(c23)CCCC4)c1	-3%	?	-3%	?	?	?	31%[activator]	-2%
CCOC(=O)C1(CCOc2ccccc2)CCN(C(=O)c2cncs2)CC1	3%	13%	i	-4%	2%	nt	13%	nt
CC(=O)OCC(=O)[C@@]1(O)CCC2C3CC(C)C4=CC(=O)C=CC4(C)C3C(O)CC21C (stereo not given in full)	-1%	-5%	5%	-16%	-11%	-3%	nt	2%
COc1ccccc1-c1cc(C(=O)Nc2ccccc2SC)no1	-3%	?	-15%	?	-12%	-1%	9%	-3%
O=C(CN1CCN(Cc2ccc(F)cc2Cl)C1=O)NCCc1ccc(Cl)cc1	-3%	7%	i	-4%	-11%&-14%	-11%	nt	0%&4%
CC1CCCN(C(=O)C23CCC(C)(C(=O)C2)C3(C)C)C1 (stereo not given)	-6%	1%	-12%	?	0%	1%	nt	7%
Cn1c2ccccc2c2c(C(=O)NCC3CCCO3)cn(C3CCCC3)c(=O)c21 (stereo not given)	-1%	?	-11%	?	-5%	-4%	-4%	-45%[inhibitor]
CC/C(=N\NC(=O)CSc1ncccn1)c1ccc2c(c1)OCCO2	12%	0%	0%	?	4%	-6%	2%	0%
